Screens as filed in PubChem BioAssay.
Dynein cargo inh: blocks dynein driven cargo transport along microtubules | AID 1381 | 3617.4 mouse cells, GR-EGFP nuclear translocation imaging; test concentration mostly 20 µM; stimulated with dexamethasone, 1 µM; stronger effect = lower value | z-score, hits read low | 0.47% of 220,000 active;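 active = plate z-score of nuclear minus cytoplasmic receptor signal below a set negative limit, without overly bright fluorescence or cell loss, cut at about -3.5 in these data, passing the limit was not always enough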;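 also: z-score of nuclear minus cytoplasmic ring GR-EGFP intensity difference per well; some compounds called inactive have numbers as strong as hits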
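medium = tetracycline-free induction medium containing charcoal-stripped FBS | probe or stimulus = dexamethasone, 1.0 µM final | timing = 48 h induction, then 1 h compound, then 30 min agonist, 37 °C | detection = automated 10x imaging of fixed Hoechst-stained cells | read-out basis = nuclear versus cytoplasmic GR-EGFP signal, averaged per well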
WT yeast gro inh: growth inhibition of WT yeast, mitochondrial fusion screen | mitochondrial fusion phenotypic screen, WT strain | 2.1% of 190,000 active | inhibition, % at 10 µM | AID 1362; in the data active = inhibition above about 58%; tested in S. cerevisiae
Autophagy mod: alters autophagy in cells; MEF GFP-LC3 puncta imaging; test concentration mostly 10 µM; calls only at 10 µM (by protocol); 0.98% of 190,000 active;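 active = percentage of spot-positive cells more than 3 SD above its plate mean, without a fluorescence outlier flag or 80% toxicity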;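 also: spot-positive cell cutoff set from DMSO-treated cells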
MT stabilizer: microtubule stabilization, imaging screen; AID 2205; 0.83% of 200,000 active; % tubulin-high responders, % at 10 µM; HeLa tubulin immunostaining HCS, 24 h; share of cells brighter than vehicle mean+2SD;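 active = plate Z-score above 3 for both tubulin-high and condensed-nucleus cell shares, with cell loss under 80%, at 10 µM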;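 also: anti alpha tubulin signal scored within the nucleus-defined area of each cell; some results filed as inactive read as strong as hits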
Lipid droplet: modulators of hepatic lipid droplet formation; AML12 mouse hepatocytes, oleate lipid droplets, BODIPY imaging; inhibition, % at 6.5 µM; 0.4% of 240,000 active; AID 1656;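 active = lipid droplet intensity inhibited by at least 50%, with more than 500 cells counted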
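Material – AML12 mouse liver cells · Also added – oleate loading, 100 µM · Compound dosing – 6.5 µM single-point dosing · Times – overnight treatment with compound plus oleate · Measured by – fluorescence imaging, 20x objective, two fields per well · Read-out – percent inhibition of filter-corrected integrated lipid droplet intensity per well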
bCat nuc transl: beta-catenin nuclear translocation modulation; nuclear translocation activity, % at 5 µM; HeLa beta-catenin nuclear translocation, immunofluorescence imaging; AID 1665; 0.3% of 190,000 active;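 active = nuclear translocation activity above 50% at 5 µM, with a well cell count of 50 or more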;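 also: per-cell ratio of nuclear to cytoplasmic median beta-catenin stain intensity; plate controls were DMSO negative control for no effect and GSK-3 inhibitor IX positive control for full effect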
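assay system = human HeLa cells, endogenous beta-catenin | times = compound treatment 24 h, 37°C, 5% CO2 | detection = Anti-beta-catenin immunofluorescence on PFA-fixed, Triton-permeabilized cells, DAPI nuclei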
HEK293 NOD2/NF-kB: inhibition of NOD2-driven NF-kB reporter – cell-based, luminescence, uHTS, HEK293 (AID 1566); HEK293 NOD2/NF-kB luciferase reporter, luminescence; higher % means a stronger effect; inhibition, % at 4 µM; hits with a dose series show EC50 in µM; 0.63% of 290,000 active; in the data active = inhibition above about 50%; also: many of its hits are not listed in these tables
Yfh1-off respiration: enhancers of respiration in Yfh1-depleted yeast, dose response, Friedreich's ataxia, plus single-dose screen (AID 1465). S. cerevisiae Yfh1-off respiration, WST-1 reduction, 72 h; higher fold induction means a stronger effect. one-dose fold induction at 50 µM; EC50 in µM for titrated hits. 0.074% of 220,000 active;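 active = fold induction of absorbance versus untreated yeast above a set limit, then at least 30% activation at any dose in follow-up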;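 also: activators that raise dye reduction in frataxin-depleted yeast; strong numbers were not always called active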
Insulin prom up: MIN6 insulin promoter up-regulation. MIN6 insulin promoter-GFP reporter, high-content imaging; stronger effect = higher value. z-score at 5 µM. 0.3% of 190,000 active;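 active = z-score above 3 at 5 µM with at least 500 cells counted in the well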
WT yeast gro inh mutant strain: also measured in WT yeast gro inh; calls as there; inhibition, %; mitochondrial fusion phenotypic screen, mutant strain inhibition
Dynein cargo inh cytoplasmic EGFP: recorded beside Dynein cargo inh, whose call it bears; z-score; measured here: cytoplasmic GR-EGFP intensity; stronger effect = higher value
Dynein cargo inh nuclear GR-EGFP: also measured in Dynein cargo inh; calls as there; z-score; measured here: nuclear GR-EGFP intensity;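 lower value marks the stronger effect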
Dynein cargo inh cell count: recorded beside Dynein cargo inh, whose call it bears; z-score; measured here: cell count per field
Insulin prom up cell count: recorded beside Insulin prom up, whose call it bears; cell count; measured here: cytotoxicity, nuclei count;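 total cells summed across four imaged fields per well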
Lipid droplet cells 6.5 µM: further read-out of Lipid droplet, marked with its call; cell count; measured here: cell count, cytotoxicity flag;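 cells counted across two imaged fields per well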
bCat nuc transl cell count 5 µM: also measured in bCat nuc transl; calls as there; cell count; measured here: cell count, cytotoxicity flag
MT stabilizer Hoechst-high %: second read-out of MT stabilizer, no call of its own (marks repeat the call); % Hoechst-high responders; measured here: nuclear condensation Hoechst responders;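 share of cells brighter than vehicle mean plus two SD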
MT stabilizer cytotoxicity %: further read-out of MT stabilizer, marked with its call; toxicity, %; measured here: cytotoxicity by cell density;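 0% = mean cell density of plate MIN control wells and 100% = no cells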
Autophagy mod cell loss 18 h: recorded beside Autophagy mod, whose call it bears; toxicity, %; measured here: cell loss, nuclei count;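 cell loss after 18 h compound exposure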
Starred values were filed as active, the others as inactive; i = inactive; x = no result given. The list is partial; count on the stated rates, not on these rows.

#	canonical_smiles	Dynein cargo inh	Dynein cargo inh cytoplasmic EGFP	Dynein cargo inh nuclear GR-EGFP	Dynein cargo inh cell count	WT yeast gro inh	WT yeast gro inh mutant strain	Autophagy mod	Autophagy mod cell loss 18 h	MT stabilizer	MT stabilizer Hoechst-high %	MT stabilizer cytotoxicity %	Lipid droplet	Lipid droplet cells 6.5 µM	bCat nuc transl	bCat nuc transl cell count 5 µM	HEK293 NOD2/NF-kB	Yfh1-off respiration	Insulin prom up	Insulin prom up cell count
1	CC(C)Cc1cc(C(=O)NCCCN2CCOCC2)no1	2.4	-0.21	1.8	-1.2	-10	-3	i	21	1.1	0.7	1.9	-3	704	-2.5	1066	-7%	x	0.11	1384
2	O=C(CC1CCCCC1)NC1CCCC1	-0.27	-0.0045	-0.11	-0.54	-9	-9	i	-7	2.9	1.6	2.8	-11	790	1.2	1002	4%	i	0.2	1320
3	N#C/C(=C/c1ccc(N2CCCC2)c([N+](=O)[O-])c1)c1nc2ccccc2[nH]1	-0.096	-0.18	-0.44	0.6	7	19	i	5	1.9	1.8	12	x	x	0.5	1337	-45%	i	-1.6	1327
4	Cc1nnc(SCC(=O)N2CCc3ccccc3C2)n1-c1ccccc1	-0.14	-0.32	-0.33	0.33	-24	-2	i	-2	4.7	2.0	7.5	11	699	-1.8	938	-4%	i	0.87	1257
5	Cc1cccc(NC(=S)N(Cc2cccs2)Cc2cc3cc(C)ccc3[nH]c2=O)c1	0.071	-0.31	-0.37	0.24	35	4	i	1	1.7	1.0	5.9	-5	617	-0.6	996	-7%	i	x	x
6	CCOc1ccc(NC(=S)Nc2ccccc2C2(C)CC2)cc1	2	-0.072	1.9	-2.9	54	32	i	9	4.4	2.0	8.2	2	681	-2.6	1114	29%	i	-0.37	1525
7	CCOc1cc(/C=N/n2c(C)nc3sc(C)c(C)c3c2=O)ccc1O	1.6	-0.06	0.99	-2.1	-1	-11	i	-10	3.1	2.5	4.8	-6	729	0.1	1520	14%	i	0.13	1588
8	NC(=O)Nc1cc(Cl)ccc1Cl	-0.4	-0.25	-0.4	0.76	x	x	x	x	x	x	x	16	668	3.7	1025	-16%	i	0.56	1340
9	Cc1nn(-c2ncc(C(F)(F)F)cc2Cl)c(=O)n1-c1cccc(F)c1	0.93	-0.27	0.3	-1.3	-10	3	i	5	5.5	2.5	6.5	-12	683	-1.7	1079	2%	i	0.58	1215
10	Cc1cc(N2C(=O)C(O)=C(C(=O)c3ccc(C)o3)C2c2cccs2)no1 (stereo not drawn)	0.17	-0.22	0.26	0.075	1	-3	i	3	2.8	1.8	4.9	9	650	0.0	1019	24%	i	0.01	1082
11	COc1ccc(-n2c(C)cc(C(=O)CN3CCC(C)CC3)c2C)cc1	-0.65	-0.13	-0.7	-0.32	-9	-18	i	-1	2.4	1.5	1.5	-19	656	0.3	1080	9%	i	-0.96	1282
12	Cc1nnc(SCCOc2ccccc2)s1	0.6	-0.22	0.98	-0.49	1	3	i	22	2.0	2.9	6.5	1	714	-3.0	1028	-3%	i	-0.37	1624
13	NS(=O)(=O)c1cccc(NC(=O)COC(=O)C2CCCCC2)c1	-0.74	-0.13	-0.22	2.2	-14	-10	i	12	1.7	1.1	1.8	15	665	-1.4	1082	9%	i	-0.74	1322
14	CCN(C(=O)CSc1ncnc2sc(C)c(C)c12)C1CCS(=O)(=O)C1 (stereo not drawn)	0.91	-0.21	0.62	-1.1	-11	-20	i	1	2.2	2.4	7.0	8	684	-2.3	1143	2%	i	1.4	1230
15	O=C(Nc1ccccc1)Nc1nncs1	0.012	0.4	0.13	-0.14	6	1	i	-9	4.4	3.7	5.7	x	x	2.1	1152	4%	i	x	x
16	Cc1ccc(-c2nc(=S)c3c(n2CCN2CCOCC2)CC(C)(C)OC3)cc1	-0.46	-0.23	-0.26	0.53	1	10	i	-3	2.9	2.5	7.5	-5	710	-0.3	1030	-25%	i	0.38	1281
17	CC(Oc1ccccc1)C(=O)Nc1cccc(F)c1 (stereo not drawn)	0.54	-0.21	0.4	-0.39	5	-4	i	-15	2.3	1.7	7.5	-2	752	3.1	1160	5%	i	0.82	1456
18	Cc1cc(O)ccc1N1C(=O)c2cccc3cc([N+](=O)[O-])cc(c23)C1=O	-0.8	-0.19	-0.44	1.1	-2	-4	i	-1	2.1	1.9	6.9	3	662	-4.9	1170	26%	i	0.56	1590
19	CC(C)OC(=O)C1C(=O)CC(C)(O)C(C(=O)OC(C)C)C1c1cccc(O)c1 (stereo not drawn)	0.57	-0.36	0.31	-0.39	-3	20	i	22	4.9	1.8	6.5	8	673	-1.7	1091	5%	x	0.34	1882
20	Cc1nc(-c2ccccc2)nc2[nH]ccc(=O)c12	0.25	-0.3	0.27	0.32	5	-17	i	-18	2.0	1.1	4.5	x	x	x	x	-35%	i	0.89	959
21	COc1ccc(COC(=O)c2ccc3c(=O)n4c(nc3c2)CCC4)cc1F	0.25	-0.28	-0.16	0.83	x	x	x	x	x	x	x	14	717	0.3	1324	8%	i	0.4	1349
22	CCCN(CCO)Cc1cccc(Oc2ccccc2)c1	-0.66	-0.3	-0.32	0.36	-2	11	i	16	5.4	4.0	6.8	-5	741	1.8	1134	17%	i	0.6	1104
23	CC(C)CC1NC(=O)N(CCCCN2C(=O)c3ccccc3C2=O)C1=O (stereo not drawn)	-1.1	-0.33	-0.75	-0.78	-24	12	i	4	1.9	2.6	11	24	724	-1.3	1103	17%	i	-0.67	1305
24	Cn1c(-c2ccc(=O)[nH]c2)nc2ccccc21	-0.2	-0.25	0.11	0.14	7	14	i	3	5.4	3.3	0.5	-6	686	-1.5	1022	-10%	i	-0.36	1425
25	CCOC(=O)c1c(C)nc(C(Cl)(Cl)Cl)nc1N	1.9	-0.27	1.6	0.085	9	0	i	-23	7.1	1.1	5.4	1	662	0.1	1351	-19%	i	0.15	1417
26	COc1ccc(N2CCCn3c2nc2c3c(=O)n(Cc3ccccc3)c(=O)n2C)c(OC)c1	-0.99	0.045	-0.74	1.1	-17	-3	i	12	3.4	2.2	1.3	-1	694	1.4	983	-7%	i	x	x
27	NC1=NC(=O)C(CC(=O)c2ccc(Cl)cc2)S1 (stereo not drawn)	0.59	-0.12	0.92	-1.1	17	-6	i	18	7.1	2.5	2.8	14	710	0.5	1137	8%	i	-0.09	1565
28	COc1ccc(/C=C/C(O)=C2/C(=O)N(C)C3(C)CC2c2ccccc2O3)cc1 (stereo not drawn)	-1.1	-0.079	-0.21	-0.58	-20	-17	i	11	31	3.5	34	x	x	-4.2	990	x	i	-0.06	1073
29	NC1=NCc2ccccc21	-0.47	-0.2	0.065	0.15	-1	-8	x	x	1.6	1.6	11	1	641	-2.8	1161	7%	i	-0.38	948

Random excerpt: 2 compounds from above
#	canonical_smiles	Dynein cargo inh	Dynein cargo inh cytoplasmic EGFP	Dynein cargo inh nuclear GR-EGFP	Dynein cargo inh cell count	WT yeast gro inh	WT yeast gro inh mutant strain	Autophagy mod	Autophagy mod cell loss 18 h	MT stabilizer	MT stabilizer Hoechst-high %	MT stabilizer cytotoxicity %	Lipid droplet	Lipid droplet cells 6.5 µM	bCat nuc transl	bCat nuc transl cell count 5 µM	HEK293 NOD2/NF-kB	Yfh1-off respiration	Insulin prom up	Insulin prom up cell count
16	Cc1ccc(-c2nc(=S)c3c(n2CCN2CCOCC2)CC(C)(C)OC3)cc1	-0.46	-0.23	-0.26	0.53	1	10	i	-3	2.9	2.5	7.5	-5	710	-0.3	1030	-25%	i	0.38	1281
15	O=C(Nc1ccccc1)Nc1nncs1	0.012	0.4	0.13	-0.14	6	1	i	-9	4.4	3.7	5.7	x	x	2.1	1152	4%	i	x	x

Arranged by the number under Dynein cargo inh (falling): some entries from above
entry	Compound	Dynein cargo inh
20	Cc1nc(-c2ccccc2)nc2[nH]ccc(=O)c12	0.25
4	Cc1nnc(SCC(=O)N2CCc3ccccc3C2)n1-c1ccccc1	-0.14
2	O=C(CC1CCCCC1)NC1CCCC1	-0.27
16	Cc1ccc(-c2nc(=S)c3c(n2CCN2CCOCC2)CC(C)(C)OC3)cc1	-0.46
22	CCCN(CCO)Cc1cccc(Oc2ccccc2)c1	-0.66
18	Cc1cc(O)ccc1N1C(=O)c2cccc3cc([N+](=O)[O-])cc(c23)C1=O	-0.8
